OX1R antag-1 – antagonists of human orexin 1 receptor (OX1R) | OX1R-expressing cells, FRET antagonist read-out | inhibition, % at 6.6 µM | 330,000 compounds, 1.8% hits | AID 485270, 2010; in the data active = inhibition mostly above about 38%, no sharp cut-off; inactive = mostly below about 40%;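 also: 0% = agonist challenge alone and 100% = reference antagonist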
Target sequence (O43613 whole entry, looked up): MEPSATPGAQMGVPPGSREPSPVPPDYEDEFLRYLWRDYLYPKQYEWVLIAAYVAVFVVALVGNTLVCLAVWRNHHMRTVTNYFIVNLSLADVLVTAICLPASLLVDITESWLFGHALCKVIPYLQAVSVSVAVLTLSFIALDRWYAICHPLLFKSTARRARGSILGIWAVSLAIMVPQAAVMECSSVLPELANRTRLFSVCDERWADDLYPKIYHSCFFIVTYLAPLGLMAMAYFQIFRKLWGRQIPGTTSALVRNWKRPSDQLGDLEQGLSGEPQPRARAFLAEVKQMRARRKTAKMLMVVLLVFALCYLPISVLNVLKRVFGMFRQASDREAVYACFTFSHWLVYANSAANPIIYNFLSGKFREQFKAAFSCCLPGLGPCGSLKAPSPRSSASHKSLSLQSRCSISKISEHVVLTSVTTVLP
OX1R antag-2 – OX1R (HCRTR1) antagonists, primary screen, fluorescence, CHO/OX1R cells, Fluo-8 calcium, orexin A; 330,000 compounds, 0.43% hits; Orexin/Hypocretin receptor type 1 (Homo sapiens), O43613; AID 434989, 2010; Fluo-8 calcium fluorescence; inhibition, % at 5 µM;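 active = inhibition above its plate's threshold, mean inhibition of all tested compounds on the plate plus 3 SD, cut at about 37% in these data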;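 also: 0% = orexin A challenge wells and 100% = SB-334867-A antagonist wells; not every result past the cut was called active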
The depositor's hits bear a star.

#	structure	OX1R antag-1	OX1R antag-2
1	CCOc1cc(-n2cnnn2)c(OCC)cc1NC(=O)c1cnccn1	22	-4
2	CCOc1cc(C2NC(=O)NC(C)=C2C(=O)OC(C)CC)cc(Br)c1O (configuration not stated)	22	-40
3	COc1ccccc1NC(=S)NCCc1ccccc1	14	-12
4	COc1ccc(OC)c(NC(=O)CSc2nnc(-c3ccco3)n2-c2ccccc2)c1	1	-10
5	CCOC(=O)c1c(NC(=S)NC(=O)c2cnn(CC)c2)sc2c1CCC(C)C2 (configuration not stated)	10	-27
6	COc1ccc(CC(=O)N2CCN(S(=O)(=O)c3cccs3)CC2)cc1OC	5	-13
7	COC(=O)c1scc(C)c1N/N=C(\C)c1cc(F)c(Cl)cc1F	8	6
8	O=C(CNS(=O)(=O)c1ccc(Br)s1)NCc1ccc2c(c1)OCO2	6	-11
9	C#CCOCCOCCOCCNc1nc(N2CCN(C(=O)Cn3cc(CCCCN)nn3)CC2)nc(N2CCN(C(=O)[C@H]([C@@H](C)CC)n3cc(CCCN=C(N)N)nn3)CC2)n1	19	-1
10	O=C1N[C@H](Cc2ccccc2)COC(=O)[C@H](Cc2ccc(F)cc2)CC/C=C/C[C@H]1CC(=O)N(CCO)Cc1ccccc1	12	-16
11	O=C(Nc1nc(-c2ccc3c(c2)OCCO3)cs1)C1CCCC1	19	-37
12	c1cncc(-c2nc3cc4ccccc4cc3[nH]2)c1	26	2
13	COC(CNc1ncnc2c1cnn2C)OC	4	-28
14	O=C(NC1CCCCC1)c1cc([N+](=O)[O-])ccc1N1CCCCC1	6	-17
15	COc1ccc(-c2nn(-c3ccccc3)cc2/C=N/O)cc1OC	-3	-26
16	O=C(NCc1ccccn1)c1ccc(Cl)c(S(=O)(=O)N2CCOCC2)c1	-3	-7
17	CC(C(=O)Nc1ccc(C#N)cc1)N(C)CC(=O)N(C)c1c(N)n(Cc2ccccc2)c(=O)[nH]c1=O (configuration not stated)	10	-27
18	Cc1cc2nc3n(c2cc1C)CC1CC(C(=O)NCC2CC2)N(C)C31 (configuration not stated)	27	-10
19	Cc1ccc(C(=O)NC(=S)N2CCN(c3ccccc3F)CC2)cc1	25	-25
20	COc1ccc(CCCC(=O)N/N=C/c2ccccc2OC)cc1	26	-19
21	S=C(c1cccs1)N1CCCC1	4	-17
22	COc1ccc(N2CCN(C(=O)CCc3nnc4ccc(N5CCC(C)CC5)nn34)CC2)cc1	10	-22
23	Cc1ccc(NC(=O)CN2CCC(NC(=O)Cc3ccccc3)CC2)cc1C	1	-29
24	CC(C)(C)c1cc(NC(=O)c2cccc(S(=O)(=O)N3CCOCC3)c2)no1	13	-4
25	COc1ccccc1-n1ccnc(SCC(=O)NCc2ccccc2Cl)c1=O	21	-13
26	CCCCCN(C(=O)COC(=O)COc1c(C)cc(C)cc1C)c1c(N)n(CCCC)c(=O)[nH]c1=O	5	-38
27	CN(CCOc1ccc(Cl)cc1)C(=O)Cc1ccc(S(=O)(=O)N2CCOCC2)s1	9	-7
28	CCOc1cc(S(=O)(=O)Nc2ccc(Cl)cn2)ccc1Cl	26	-9
29	CC1CN(Cc2nc3c(c(=O)[nH]c(=O)n3C)n2CC(N)=O)CC(C)O1 (configuration not stated)	4	-4
30	O=C(NCC1OCCc2ccccc21)c1ccc(NC(=O)c2ccccc2Cl)cc1 (configuration not stated)	7	5
31	C=CCn1c(-c2ccc(Cl)cc2)ccc(C#N)c1=O	17	-44
32	O=C(COc1ccccc1Cl)NCCNC(=O)c1cnccn1	8	-20
33	O=C(Nc1ccccc1)c1ccccc1NC(=O)c1ccccc1[N+](=O)[O-]	14	-30
34	O=C(N/N=C/c1ccc([N+](=O)[O-])cc1)c1ccccc1OCc1ccccc1	29	-24
35	Cc1ccc(Nc2nc(N)c([N+](=O)[O-])c(N3CCOCC3)n2)cc1	10	-21
36	O=C(Nc1ccc(F)c(F)c1)C1CCCN(S(=O)(=O)c2cnc[nH]2)C1 (configuration not stated)	8	-4
37	CC1CN(c2ccc([N+](=O)[O-])c(NCCOc3ccccc3)c2)CCN1 (configuration not stated)	12	-16
38	Nc1c(-c2ccccc2)cnn1-c1cccc([N+](=O)[O-])c1	36	0
39	CCCCCn1cnc2c(sc3nc4c(cc32)CSC(C)(C)C4)c1=O	14	-11
40	O=c1sc(N2CCN(c3ccc(F)cc3)CC2)nc2ccsc12	6	-27
41	O=C(Nc1ccccn1)c1ccco1	7	-4
42	CCCS(=O)(=O)N1CCC(C(=O)NCCCOC(C)C)CC1	-9	-13
43	COc1ccc(NC(=O)c2oc3ccccc3c2NC(=O)C2CCCO2)cc1OC (configuration not stated)	15	-37
44	CCN1CCN(C(=S)Nc2cc(S(=O)(=O)N(CC)CC)ccc2C)CC1	6	-12
45	COC(=O)Nc1ccccc1C(=O)N1CCC(O)(c2ccc(Cl)cc2)CC1	12	-5
46	Cc1ccccc1OCC(=O)NS(=O)(=O)c1ccc(Cl)cc1	21	-24
47	O=C(c1nc2ccccn2c1CN1CCCC(c2nc3ccccc3o2)C1)N1CCCC1 (configuration not stated)	9	-21
48	COc1ccc(N2CCN(C(=O)CSc3nnc(C)c(=O)[nH]3)CC2)cc1	-2	-5

Part of the list above in order of molecular weight, rising:
#	structure	OX1R antag-1	OX1R antag-2
41	O=C(Nc1ccccn1)c1ccco1	7	-4
46	Cc1ccccc1OCC(=O)NS(=O)(=O)c1ccc(Cl)cc1	21	-24
39	CCCCCn1cnc2c(sc3nc4c(cc32)CSC(C)(C)C4)c1=O	14	-11
48	COc1ccc(N2CCN(C(=O)CSc3nnc(C)c(=O)[nH]3)CC2)cc1	-2	-5
44	CCN1CCN(C(=S)Nc2cc(S(=O)(=O)N(CC)CC)ccc2C)CC1	6	-12
43	COc1ccc(NC(=O)c2oc3ccccc3c2NC(=O)C2CCCO2)cc1OC (configuration not stated)	15	-37
47	O=C(c1nc2ccccn2c1CN1CCCC(c2nc3ccccc3o2)C1)N1CCCC1 (configuration not stated)	9	-21

The main list resumes; the 2 compounds before the break are reprinted first.
#	structure	OX1R antag-1	OX1R antag-2
47	O=C(c1nc2ccccn2c1CN1CCCC(c2nc3ccccc3o2)C1)N1CCCC1 (configuration not stated)	9	-21
48	COc1ccc(N2CCN(C(=O)CSc3nnc(C)c(=O)[nH]3)CC2)cc1	-2	-5
49	Cc1nnc(NS(=O)(=O)c2ccc(Br)cc2)s1	3	-10
50	CCSc1cc(C)nc2c(-c3ccccc3)cnn12	59*	-4
51	COc1ccc(CNC2CCCCC2)cc1	8	-2
52	COc1cc(OC)c(C(=O)OCC(=O)NCCC2=CCCCC2)cc1OC	6	-18
53	CCCCn1c(=O)c(CCC(=O)OCC(=O)NC(=O)NCCOC)nc2ccccc21	6	-12
54	COC(=O)Cn1nc(C)c2ccccc2c1=O	25	4
55	CCn1c(CCNC(=O)c2ccc(OC)c(OC)c2)nc2ccccc21	32	-33
56	CCCCN(C)CCNC(=O)c1cc2c(=O)[nH]c3ccccc3c2n1C	-5	-24
57	O=C(c1ccccc1O)N1N=C(c2ccccc2)CC1(O)C(F)(F)F (configuration not stated)	23	-2
58	Cc1cc(C(=O)COC(=O)c2cccc(O)c2)c(C)n1C1CC1	26	-8
59	O=C(Nc1cc(Cl)ccc1Cl)c1ccc(-c2ccccc2)cc1	21	-14
60	CCCCC(CC(O)COCC(C)C)C(=O)NNC(=S)Nc1ccccc1 (configuration not stated)	18	-28
61	O=C(O)/C(=C\c1ccc(Cl)c([N+](=O)[O-])c1)c1ccc(S(=O)(=O)N2CCCCC2)s1	28	-3
62	Cc1cccc2cc3c(NC(=O)C(C)(C)C)nn(CC(C)C)c3nc12	4	-32
63	COc1ccc(/C=N\NS(=O)(=O)c2ccc(Br)cc2)cc1COc1ccccc1[N+](=O)[O-]	15	2
64	O=C(Nc1cnccn1)c1ccc(F)cc1Cl	6	-10
65	O=C(c1cccc(Br)c1)N1CCCc2ccccc21	26	-5
66	O=C(NCCNc1ccnc2cc(Cl)ccc12)c1ccccc1F	20	-17
67	CC(c1ccccc1)C1CC(=O)N(c2ccccc2)C1=O (configuration not stated)	1	-11
68	O=C1C=CC(=O)N1c1ccc(O)cc1	10	-2
69	Cc1ccc(C)c(S(=O)(=O)N2CCN(C(C)C(=O)Nc3ccccc3-c3ccccc3)CC2)c1 (configuration not stated)	17	-54
70	CN(C(=O)CSc1nc2cc(C(=O)O)ccc2c(=O)n1Cc1ccccc1)C1CCS(=O)(=O)C1 (configuration not stated)	6	-17
71	Cc1nn(CCC(=O)NNC(=S)Nc2cccc(Cl)c2)c(C)c1[N+](=O)[O-]	11	-18
72	Cc1cccc(Nc2cc(=O)[nH]c(=O)[nH]2)c1C	43	-13
73	NC(=O)CN1C(=O)C(O)(CC(=O)c2ccccc2O)c2ccccc21 (configuration not stated)	56*	6
74	COc1ccc(Cc2nnc(SC(C)C(=O)Nc3ccc(C(N)=O)cc3)o2)cc1 (configuration not stated)	3	-10
75	CNS(=O)(=O)c1cccc(C(=O)OC2CCOC2=O)c1 (configuration not stated)	12	-5
76	CCC1(c2ccc(C)cc2)NC(=O)N(C(C)C(=O)Nc2ccc(N3CCOCC3)cc2)C1=O (configuration not stated)	-1	-9
77	CCCCCC(=O)N=Nc1c(O)[nH]c2ccc([N+](=O)[O-])cc12	9	-8
78	CN1CCN(CC(=O)N2c3ccccc3C(C)(c3ccccc3)CC2(C)C)CC1 (configuration not stated)	11	-14
79	COCCNC(=S)N/N=C/c1ccc(-c2ccc([N+](=O)[O-])cc2)o1	23	8
80	O=C(/C=C/c1cccs1)Nc1ccc(Br)cn1	6	-8
81	COc1cccc(C=Nc2cccc3c(=O)[nH][nH]c(=O)c23)c1O	54	-23
82	COc1ccccc1CCNC(=O)c1ccc(OC)c(OC2CCN(C(C)C)CC2)c1	30	-13
83	CC1CCN(C(=O)CNC(=O)c2cccc(OC(F)F)c2)CC1	4	1
84	Cc1nc(N2CCOCC2)c(C#N)c(C)c1Br	11	-13
85	OCCSc1c(F)c(SCCO)c(SCCO)c(F)c1SCCO	21	-14
86	CC(C)OC(=O)CSc1nnc(-c2ccc(C(C)(C)C)cc2)n1N	30	-13
87	COCCn1c(=NC(=O)c2ccc(S(=O)(=O)N3CCOCC3)cc2)sc2cc(S(N)(=O)=O)ccc21	27	-22
88	COc1ccccc1C1SCCN1S(=O)(=O)c1cccc(C(F)(F)F)c1 (configuration not stated)	-2	5
89	O=C(CSc1nnc(NC(=O)C2CC(=O)N(c3ccc(F)cc3)C2)s1)NCc1ccco1 (configuration not stated)	29	-6
90	CC(C)=N/N=C(/c1ccc([N+](=O)[O-])cc1)C12CN3CN(CN(C3)C1)C2	19	-18
91	COc1cccc(S(=O)(=O)NCc2ccc(C(=O)N3CCN(c4ccccc4OC)CC3)cc2)c1	3	-21
92	O=C(CS(=O)(=O)c1ccc(Cl)c(Cl)c1)Nc1ccccc1Cl	1	-16
93	CN1C(=O)c2ccc(C(=O)Nc3nccs3)cc2C1=O	73*	-19
94	O=C(c1cc2nc(-c3ccc(F)cc3)cc(C(F)(F)F)n2n1)N1CCOCC1	14	-12
95	CC(C)c1ccc(S(=O)(=O)N2CCN(CC(=O)Nc3ccc4c(c3)OCO4)CC2)cc1	29	14
96	Cc1nn(C)c(C)c1S(=O)(=O)NC1CCCC1	6	-2
97	C=CCNC(=O)c1csc(-c2ccccc2)n1	20	-5
98	CC1CCCC(NC(=O)COC(=O)CCC(=O)c2ccc(F)cc2)C1C (configuration not stated)	12	-2
99	CCN1CCC(n2nccc2NC(=O)c2ccccc2Cl)CC1	-5	5
100	Brc1cccc(OCCN2CCCCC2)c1	10	-10
101	c1ccc(OCc2nc3ccccc3s2)cc1	10	-6
102	CCCCOC(=O)Cn1cnc2ccc(Br)cc2c1=O	11	-27
103	O=C(CSc1nc2sc3c(c2c(=O)[nH]1)CCC3)NCCO	8	3
104	O=C(NC1CC1)c1ccc(COc2ccc(F)cc2)o1	34	-13

Following part:
#	structure	OX1R antag-1	OX1R antag-2
105	CCOC(=O)c1ccc(NC(=O)c2c(N)n(Cc3ccccc3)c(=O)[nH]c2=O)cc1	14	-1
106	CC(C)c1nc2c(c(=O)c3ccccc3n2C)c(=O)n1-c1ccc(F)cc1	8	-14
107	CSc1nsc(SC)c1CO	3	12
108	CSc1nnc(C)c(=O)n1COC(=O)COc1ccccc1	3	-6
109	COCCn1c(C(C)C)nc2sc3ccccc3c(=O)c2c1=O	1	-15
110	CN(C)c1ccc(/C=N/NC(=S)NCc2ccccc2)cc1	7	-11
111	COC(=O)c1c(-c2ccc(C)cc2)csc1NC(=S)NC(=O)c1ccc(F)cc1	13	-15
112	COC(=O)CC1C(C(=O)OC)ON2OC(C(=O)OC)C(C(=O)OC)C12 (configuration not stated)	8	15

Record cards, from the list above. Values in the order: OX1R antag-1 | OX1R antag-2
COCCn1c(C(C)C)nc2sc3ccccc3c(=O)c2c1=O is listed as 1 | -15
COC(=O)c1c(-c2ccc(C)cc2)csc1NC(=S)NC(=O)c1ccc(F)cc1 is listed as 13 | -15
CC(C)c1nc2c(c(=O)c3ccccc3n2C)c(=O)n1-c1ccc(F)cc1 is listed as 8 | -14
COC(=O)CC1C(C(=O)OC)ON2OC(C(=O)OC)C(C(=O)OC)C12 (configuration not stated) is listed as 8 | 15

Going on with the list:
#	structure	OX1R antag-1	OX1R antag-2
113	CCCCn1c(Cc2ccccc2)nnc1SCC(=O)Nc1cc(C)on1	19	0
114	Cc1ccn2cc(CNS(=O)(=O)c3ccc(Cl)s3)nc2c1	2	-20
115	Cc1oc(C(=O)O)cc1CSCc1ccoc1C(=O)O	11	13
116	COc1ccc(OCCC(=O)OCC(=O)Nc2cccc(S(=O)(=O)N3CCOCC3)c2)cc1	15	-28

Bioassay records deposited in PubChem BioAssay by The Scripps Research Institute Molecular Screening Center.
